A3A deaminase: APOBEC3A ssDNA deaminase inhibitors, primary screen, selectivity assay for APOBEC3G inhibitor project, biochemical, FAM/TAMRA oligo cleavage fluorescence. inhibition, % at 20 µM. DNA dC->dU-editing enzyme APOBEC-3A (Homo sapiens), P31941. recombinant A3A, FAM/TAMRA ssDNA deamination fluorescence. 0.41% of 330,000 active. AID 493011, 2011;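 active = at least 40% inhibition at 20 µM here, with at most 30% in a related deaminase screen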;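 note: plate controls were A3A with DMSO for no effect and wells lacking A3A enzyme for full effect; some results filed as inactive read as strong as hits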
Target sequence (P31941 whole entry, looked up): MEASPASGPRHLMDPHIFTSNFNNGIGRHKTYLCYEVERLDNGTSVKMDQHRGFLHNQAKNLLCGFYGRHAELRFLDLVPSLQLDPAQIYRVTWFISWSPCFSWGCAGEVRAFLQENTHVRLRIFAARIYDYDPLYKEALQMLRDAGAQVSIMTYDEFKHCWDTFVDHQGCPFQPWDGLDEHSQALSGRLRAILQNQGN
PfG6PD inh: PfG6PD enzyme inhibitors, primary screen, biochemical, fluorescence intensity, uHTS. inhibition, % at 20 µM. 0.78% of 350,000 active. AID 504690, 2011. PfGluPho enzyme, NADPH resazurin-diaphorase fluorescence. glucose-6-phosphate dehydrogenase-6-phosphogluconolactonase (Plasmodium falciparum 3D7);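 active = inhibition reaching at least a set limit at 20 µM in the primary screen, cut at about 59% in these data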;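 note: 0% = DMSO wells with substrate and 100% = DMSO wells lacking glucose-6-phosphate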
hIAP block: human IAP inhibitors, primary screen, biochemical, luminescence, uHTS. Intestinal-type alkaline phosphatase (Homo sapiens), P09923. purified IAP, CDP-Star luminescence, 30 min. inhibition, % at 10 µM. 0.12% of 330,000 active;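 active = inhibition reaching a set limit with compound at 10 µM in the primary screen, cut at about 35% in these data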;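 note: plate controls were DMSO wells with enzyme for no effect and no-enzyme buffer wells for full effect; values of inactives mirror those of a sister screen read the other way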
Target sequence (P09923 whole entry, looked up): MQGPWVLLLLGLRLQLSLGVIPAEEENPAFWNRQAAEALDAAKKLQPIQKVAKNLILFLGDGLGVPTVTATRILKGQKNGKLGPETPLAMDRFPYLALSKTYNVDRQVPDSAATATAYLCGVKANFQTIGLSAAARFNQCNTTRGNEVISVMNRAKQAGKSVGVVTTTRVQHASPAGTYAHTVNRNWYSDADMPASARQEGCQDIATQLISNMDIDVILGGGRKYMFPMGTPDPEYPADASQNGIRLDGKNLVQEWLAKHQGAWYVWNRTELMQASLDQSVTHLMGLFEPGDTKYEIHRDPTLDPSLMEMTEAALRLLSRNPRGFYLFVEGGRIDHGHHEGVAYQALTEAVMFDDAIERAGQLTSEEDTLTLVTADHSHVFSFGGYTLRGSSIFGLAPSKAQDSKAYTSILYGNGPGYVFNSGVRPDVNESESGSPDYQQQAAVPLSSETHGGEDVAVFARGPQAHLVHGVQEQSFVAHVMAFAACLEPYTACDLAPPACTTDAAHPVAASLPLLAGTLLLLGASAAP
mIAP act: activators of mouse IAP, primary screen, biochemical, luminescence, uHTS. intestinal alkaline phosphatase [Mus musculus]. muIAP, CDP-Star luminescence, 30 min; active compounds read high; 1 = vehicle-only enzyme signal, 0 = enzyme-free wells. activation factor at 10 µM. 0.24% of 330,000 active. AID 2805, 2010;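 active = activation factor of at least 2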; note: the source names both 10 and 20 µM as test concentration; values of inactives mirror those of a sister screen read the other way
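System: mouse IAP enzyme. Reagent: CDP-Star chemiluminescent phosphatase substrate. Benchmarks: DMSO wells, no-enzyme wells. Times: 30 min enzyme-substrate-compound incubation at room temperature. Detection: luminescence from enzymatic CDP-Star hydrolysis. Doses: test compounds delivered from DMSO solution.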
hIAP act: human IAP activators, primary screen, biochemical, luminescence, uHTS; AID 2524, 2010; purified human IAP, CDP-Star luminescence, 30 min; active compounds read high; 1 = vehicle-only enzyme, 0 = enzyme-free background; 0.16% of 330,000 active; activation factor at 10 µM;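 active = activation factor of the enzyme at least 2-fold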; note: the source names both 10 and 20 µM as test concentration; values of inactives mirror those of a sister screen read the other way
mIAP block: inhibitors of mouse IAP, primary screen, biochemical, luminescence, uHTS; intestinal alkaline phosphatase [Mus musculus]; purified mouse IAP, CDP-Star luminescence, 30 min; inhibition, % at 10 µM; 0.2% of 330,000 active;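 active = inhibition of at least 40% at 10 µM in the primary screen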;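 note: plate controls were DMSO with enzyme for no effect and no enzyme wells for full effect; values of inactives mirror those of a sister screen read the other way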
HKDC1 inhibitor: HKDC1 hexokinase inhibitors, primary screen, biochemical, fluorescence, uHTS; Q2TB90; recombinant HKDC1, G6PDH/diaphorase resazurin coupled fluorescence; inhibition, % at 20 µM; 0.16% of 340,000 active; AID 493160, 2011;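 active = inhibition above about 35% when tested at 20 µM, limit read from the data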;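 note: plate controls were DMSO wells with enzyme for no effect and DMSO wells lacking enzyme for full effect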
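Test system: recombinant HKDC1 (HK5) hexokinase enzyme, produced in-house / Doses: 20 µM test compound, 1% DMSO / Timing: 90 min, room temperature / Detection: G6PDH/diaphorase-coupled fluorescence, 1 mM NADP, 100 µM resazurin, 525/613 nm / Control set: DMSO wells with and without enzyme mix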
ATG4B inhibitor: ATG4B protease inhibitors, primary screen, biochemical, fluorescence, uHTS. Cysteine protease ATG4B (Homo sapiens), Q9Y4P1. 0.51% of 340,000 active. ATG4B cleavage of LC3-PLA2, NBD-HPC fluorescence, 1 h. AID 504462, 2011. inhibition, % at 8.33 µM; in the data active = inhibition above about 40%
* = called active by the depositor.

A3A deaminase	PfG6PD inh	hIAP block	mIAP act	hIAP act	mIAP block	HKDC1 inhibitor	ATG4B inhibitor	Compound
5	-8	3	1.1	0.97	-9	3	-11	c1ccc2c(c1)ncn2CCN1CCCCC1
-2	12	3	0.97	0.97	3	-3	0	O=C1CC(c2ccccc2)NN1 (stereo not given)
1	-4	4	1	0.96	-4	-2	-3	Cc1ccc(S(=O)(=O)N(Cc2nccn2C)C(C)C)cc1
0	12	2	0.97	0.98	3	-1	2	Cc1ccc(OCCn2cc(/C=C(\C#N)C(=O)NCC3CCCO3)c3ccccc32)cc1C (stereo not given)
-5	0	9	1	0.91	-3	6	-12	CCOc1ccc(S(=O)(=O)/N=C(/Nc2ccc(C(C)=O)cc2)c2ccccc2)cc1
-1	28	1	1	0.99	0	4	-10	Cc1ccc(-c2nnc(CSc3nnc(COc4cccc5ccccc45)n3-c3ccccc3)o2)cc1
5	8	4	1	0.96	0	-6	0	CSc1ccc(C(=O)C2CCCN(C(=O)c3ccsc3)C2)cc1 (stereo not given)
0	-4	5	1	0.95	-3	2	1	Cc1ccc(NC(=O)C(=O)NCCOc2ccccc2Cl)cc1
-1	-9	8	0.89	0.93	11	-8	-1	CCc1c(O)nc(SCC(=O)Nc2ccccc2OC)[nH]c1=O
-1	-11	3	0.99	0.97	1	-3	2	CCOC(=O)C(=Cc1ccccc1OC)C(=O)OCC
2	10	-6	0.93	1.1	7	-5	8	Cc1nc(N2CCN(S(=O)(=O)c3ccc(F)cc3)CC2)c2c(C)c(C)sc2n1
-5	3	-31	0.99	1.3	1	-3	-2	CC(Oc1ccc2c(c1)oc(=O)c1ccccc12)C(=O)NCCN1CCOCC1 (stereo not given)
4	0	2	0.94	0.97	6	-10	-10	CC(=O)Nc1sc(C)c(C)c1C(=O)OCC(=O)Nc1ccc(S(N)(=O)=O)cc1
-1	35	-8	0.99	1.1	1	3	-4	CCN(CC)C(=O)c1cccc(NC(=O)c2cc(C3CC3)nc3c2cnn3C(C)C)c1
-1	-4	9	0.98	0.91	2	-3	-6	CCCN(CC(=O)Nc1ccc(F)c(F)c1F)C(=O)Cn1c(=O)cnc2ccccc21
0	14	20	1.1	0.8	-6	-4	-9	O=C(CN1C(=O)C2CCCCC2C1=O)Nc1ccc(OC(F)F)c(Cl)c1 (stereo not given)
-1	24	-3	0.99	1	1	-4	-1	COCCN(C(=O)CSc1nnc(-c2ccc(Cl)cc2)o1)c1c(N)n(CC(C)C)c(=O)[nH]c1=O
-4	1	-3	0.99	1	1	-2	-4	Cc1ccc(-c2nc3ncccc3o2)cc1NC(=O)Cc1ccc(Cl)cc1
-3	-3	-19	0.98	1.2	2	1	-2	Cc1ccc(NC(=O)CCCCCN2C(=O)[C@@H]3Cc4ccccc4CN3C2=O)c(C)c1
-1	-5	-4	1.1	1	-13	-2	-2	COc1ccc(OC)c(/C=C/C(=O)OCC(=O)N2C(C)CCCC2C)c1 (stereo not given)
7	4	5	1	0.95	0	-7	-9	Cc1nccn1Cc1cccc2ccccc12
-13	-17	23	0.89	0.77	11	-11	-15	O=C(CSc1nc(-c2ccco2)cc(C(F)(F)F)n1)NC1CCCCCCC1
-3	-1	-7	0.87	1.1	13	-12	-12	CC1CCC2(CC1)NC(=O)N(CC(=O)NC(=O)NC1CCCC1)C2=O (stereo not given)
-3	-21	-8	0.9	1.1	10	3	4	COc1ccc(NC(=O)Cn2c(CCC(=O)O)ccc2-c2ccccc2)cc1
-4	-7	-5	1.1	1.1	-5	-6	4	O=C(CSc1nnc(C2CCCCC2)n1-c1ccccc1)NCc1ccco1
2	-12	19	1	0.81	-2	4	7	Cc1ccc(S(=O)(=O)N2CCCOC2CNC(=O)C(=O)NCc2ccccc2C)cc1 (stereo not given)
3	-5	-4	1.1	1	-6	7	4	CCOC(=O)C1Nc2ccc(C(F)(F)F)cc2C2c3ccccc3CC12 (stereo not given)
-6	3	1	1.1	0.99	-10	2	3	CC(C)N(CC(N)=O)c1ccc(S(=O)(=O)N2CCCC2)cn1
-2	2	20	0.96	0.8	4	-4	1	Oc1ccccc1CNc1nccs1
-5	4	-5	1.1	1.1	-12	-6	-16	CN(C)S(=O)(=O)c1ccc(NC(=O)COC(=O)CC2CC3CCC2C3)cc1 (stereo not given)

3 compounds out of the list above, ordered by the value under ATG4B inhibitor, high to low:
A3A deaminase	PfG6PD inh	hIAP block	mIAP act	hIAP act	mIAP block	HKDC1 inhibitor	ATG4B inhibitor	Compound
2	-12	19	1	0.81	-2	4	7	Cc1ccc(S(=O)(=O)N2CCCOC2CNC(=O)C(=O)NCc2ccccc2C)cc1 (stereo not given)
-4	-7	-5	1.1	1.1	-5	-6	4	O=C(CSc1nnc(C2CCCCC2)n1-c1ccccc1)NCc1ccco1
-2	2	20	0.96	0.8	4	-4	1	Oc1ccccc1CNc1nccs1

Arranged by number of heavy atoms (descending): some entries from above
A3A deaminase	PfG6PD inh	hIAP block	mIAP act	hIAP act	mIAP block	HKDC1 inhibitor	ATG4B inhibitor	Compound
2	-12	19	1	0.81	-2	4	7	Cc1ccc(S(=O)(=O)N2CCCOC2CNC(=O)C(=O)NCc2ccccc2C)cc1 (stereo not given)
3	-5	-4	1.1	1	-6	7	4	CCOC(=O)C1Nc2ccc(C(F)(F)F)cc2C2c3ccccc3CC12 (stereo not given)
5	8	4	1	0.96	0	-6	0	CSc1ccc(C(=O)C2CCCN(C(=O)c3ccsc3)C2)cc1 (stereo not given)
1	-4	4	1	0.96	-4	-2	-3	Cc1ccc(S(=O)(=O)N(Cc2nccn2C)C(C)C)cc1

(listing goes on)
A3A deaminase	PfG6PD inh	hIAP block	mIAP act	hIAP act	mIAP block	HKDC1 inhibitor	ATG4B inhibitor	Compound
-3	25	-29	1.2	1.3	-18	0	-7	CCc1cc(C(=O)Nc2cc(S(=O)(=O)N(C)C)ccc2C)sc1C
0	-3	8	1.1	0.92	-7	-6	-3	O=C(Nn1c(=O)[nH]c2ccsc2c1=O)c1ccccc1
-2	0	12	1	0.88	-1	-3	-4	COc1ccc2c3c([nH]c2c1)[C@H]1C[C@H]2[C@H](C[C@@H](O)[C@H](OC)[C@H]2C(=O)O)CN1CC3
-1	-7	-17	1	1.2	-1	3	5	C/C(=N\NC(=S)NC1CCCCC1)c1cccs1
-2	0	-8	1.1	1.1	-6	1	-5	CCn1c(SCC(=O)Nc2cc(C)nn2-c2ccccc2)nnc1-c1cccs1
3	-10	-2	1.1	1	-5	-4	9	O=C(NCCOc1ccccc1)C1CCC(=O)N(C2CCCCCC2)C1 (stereo not given)
-5	9	-12	1.1	1.1	-13	-7	5	Cc1ccc2c(c1)sc(C)[n+]2CCCS(=O)(=O)[O-]
4	-29	-10	0.81	1.1	19	6	-12	C=CCn1c(SCC(=O)Nc2ncc(Cc3cc(C(F)(F)F)ccc3Cl)s2)nnc1-c1ccncc1
-1	139*	-50	1.1	1.5	-5	4	1	Cc1ccc2cccc(NS(=O)(=O)c3ccccc3)c2n1
3	1	2	1	0.98	-1	-7	-4	CCOC(=O)c1c(-c2ccccc2)c(C(C)=O)c(=O)n(C)c1C
-10	-13	-10	0.9	1.1	10	-1	4	Cc1c(NC(=O)C(c2ccccc2)c2ccccc2)cccc1C(=O)O
-6	-22	-32	0.93	1.3	7	12	2	CCN(CC)c1ccc(N/C(N)=N/c2nc(C(F)(F)F)cc(=O)[nH]2)cc1
-5	-15	-2	1.1	1	-11	-3	4	Clc1cccc(Cl)c1NC1=NCCC1
-2	0	3	1.1	0.97	-13	0	1	CCOc1ccc(NC(=O)CC2NCCNC2=O)cc1 (stereo not given)
0	0	-1	1	1	-1	-2	-8	CCOC(=O)c1cnc2c(C(=O)OCC)cnn2c1N
1	-6	9	0.95	0.91	5	-10	-7	CC(C)OC(=O)CN1C(=O)c2ccccc2C1=O
12	7	9	1	0.91	-2	-1	-8	O=C(NCCc1cccc(Cl)c1)c1cccc(-n2cnnn2)c1
1	4	-1	0.95	1	5	-5	-6	COc1ccccc1NC(=O)CCC(=O)OCc1cccc([N+](=O)[O-])c1
1	-4	-12	0.87	1.1	13	-7	-8	COC(=O)c1ccc(CN2CCC(CO)(Cc3ccc(OC)cc3)CC2)cc1
5	-5	-2	1	1	-3	-6	0	CC(=O)N(C(C)=O)c1ncc2c([nH]c3ccccc32)c1C#N
-3	15	20	1.2	0.81	-16	-8	-9	CS(=O)c1ccccc1COC(=O)Nc1cccc(Cl)c1 (stereo not given)
-4	-14	-1	0.96	1	4	0	5	CC(C)COC(=O)N1CCN(S(=O)(=O)c2ccc3c(c2)CCC3)CC1
-1	12	10	0.82	0.9	18	-7	-14	O=C(N/N=C/c1ccco1)c1cc(-c2cccs2)[nH]n1
0	-7	7	0.91	0.93	10	10	8	CC(C)Cc1ccc(S(=O)(=O)N2CCCC2)cc1
-3	-16	-22	1	1.2	-4	-7	8	COc1ccc2cc(C(=O)N(C)Cc3ccccc3)[nH]c2c1
-2	4	1	1	0.99	0	-1	-10	CN(C)c1ccc(-c2ccccc2)nn1
3	29	3	0.98	0.97	2	-3	-6	CCOC(=O)CNc1c(-c2ccc(O)cc2)nc2ccc(Cl)cn12
-2	-8	-3	0.94	1	6	3	-8	CN(CCc1cnn(C)c1)Cc1cn(C)nc1-c1ccccc1F
1	18	1	1	0.99	-2	3	-7	Cc1ccc(-n2nc(C)c(/C=N/NC(=O)c3cccs3)c2Cl)cc1
0	-2	-2	0.99	1	1	-6	0	CC(=O)c1ccc(OCC(C)Oc2ccc(C#N)cc2)cc1 (stereo not given)
-3	-7	-6	1.1	1.1	-13	-1	-6	Cc1cccc(C(C)(C)C)c1OCCCCN1CCCC1
0	-2	9	1	0.91	-4	-2	-6	S=C(NCc1cccnc1)c1ccccc1

Screening data from PubChem BioAssay.
